# Screening results: PubChem BioAssay, National Center for Advancing Translational Sciences (NCATS)
# AmpC inh detg: AmpC beta-lactamase inhibition with detergent present; P00811; AmpC hydrolysis of nitrocefin, absorbance 480 nm, 0.01% Triton; Potency, µM (series often up to 114 µM), without a hit: at the highest dose activity change, negative = inhibition, actives largely listed as inhibitors; actives 0.041% (n = 370,000); AID 485294;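 also: potency is read from the fitted curve at half-maximal effect; 0% = no-compound wells and -100% = no-enzyme wells; nearly all actives have a fitted effect of over 25% in size; some results filed as inactive show a strong effect at the top dose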
# Target sequence (P00811 whole entry, looked up): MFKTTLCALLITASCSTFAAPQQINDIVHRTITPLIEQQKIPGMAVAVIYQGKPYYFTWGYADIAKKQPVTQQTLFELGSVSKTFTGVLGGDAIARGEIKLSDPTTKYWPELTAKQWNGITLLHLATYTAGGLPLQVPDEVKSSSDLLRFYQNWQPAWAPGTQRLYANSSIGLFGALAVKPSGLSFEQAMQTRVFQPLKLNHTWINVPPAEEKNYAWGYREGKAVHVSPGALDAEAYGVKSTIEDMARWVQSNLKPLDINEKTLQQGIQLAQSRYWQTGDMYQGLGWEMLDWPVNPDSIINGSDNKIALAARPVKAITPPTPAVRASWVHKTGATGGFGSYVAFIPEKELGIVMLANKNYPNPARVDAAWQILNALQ
#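 AmpC (5.3 nM in the dispensed reagent) in 20 mM phosphate pH 7.0 with 0.01% (detergent screen) or 0.0001% Triton X-100 was preincubated with compounds for 15 min at room temperature. Nitrocefin was then added from an 800 uM solution, and hydrolysis was followed at 480 nm.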
# FBPA Giardia inh: Giardia lamblia aldolase inhibition; A8B2U2; Potency, µM (highest dose often 59.6 µM), inactives show top-dose activity, negative = inhibition, most hits filed as inhibitors; actives 0.71% (n = 290,000); purified Giardia FBPA; also: potency is read from the fitted curve at half-maximal effect; nearly all actives have a fitted effect of over 55% in size
# Target sequence (A8B2U2 whole entry, looked up): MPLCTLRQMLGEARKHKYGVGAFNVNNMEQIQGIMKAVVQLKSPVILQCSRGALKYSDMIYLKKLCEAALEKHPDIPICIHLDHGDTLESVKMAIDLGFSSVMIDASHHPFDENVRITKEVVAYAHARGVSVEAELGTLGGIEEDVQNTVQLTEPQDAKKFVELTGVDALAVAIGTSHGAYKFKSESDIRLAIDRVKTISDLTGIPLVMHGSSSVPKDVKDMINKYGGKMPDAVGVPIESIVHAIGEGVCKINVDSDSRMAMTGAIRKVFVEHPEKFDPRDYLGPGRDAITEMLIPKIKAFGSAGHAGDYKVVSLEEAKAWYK
#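 40 nM FBPA preincubated 10 min at RT with compound (up to 57.5 uM final), then substrate plus GAPDH/TPI/NAD/arsenate coupling and diaphorase/resazurin added. Fluorescence read after 20 min at RT, 525/598 nm.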
# HCMV antiviral: human cytomegalovirus inhibition | HFF cells, HCMV-luciferase reporter, 72 h; stronger effect = lower value | activity change, negative = inhibition, % at 57.5 µM | actives 4.5% (n = 410,000) | AID 1259415; in the data active = activity change below about -60%; inconclusive = no clear call, values can overlap the other calls; inactive = above about -39%
#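 Human foreskin fibroblasts infected with luciferase-reporter HCMV at MOI 1 PFU/cell, compounds at two doses. Luciferase measured 72 h post infection; normalized to buffer-only basal and Salinomycin (10uM) controls.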
# HCV inhibitor: HCV inhibition; actives 3.4% (n = 340,000); Huh7.5.1 HCVcc-Cre infection, luciferase reporter, 44 h; Potency, µM (series often up to 41.8 µM), for inactives: at the highest dose activity change, negative = inhibition, most hits filed as inhibitors; AID 651820; also: potency is read from the fitted curve at half-maximal effect
#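 Cells seeded at 1,000/well and cultured 4 h, then compounds added followed by HCVcc-Cre virus (~0.5 moi). After 44 h further culture, luciferase substrate was added, plates held 15 min at room temperature, and luminescence read for 15 sec.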
# AMA1 RON2 block: disrupts binding of P. falciparum AMA1 to RON2; actives 0.2% (n = 360,000); AlphaScreen AMA1-biotinylated RON2 peptide binding; AID 720542; Potency, µM (top dose mostly 58.2 µM), inactives show top-dose activity change, negative = inhibition, actives largely listed as inhibitors;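 also: potency is read from the fitted curve at half-maximal effect; 0% = vehicle wells and -100% = peptide control; nearly all actives have a fitted effect of over 45% in size; some results filed as inactive show a strong effect at the top dose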
#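 AMA1 (3D7) with his tag at 25 nM final met compounds first, then biotinylated RON2 peptide at 25 nM; detection used donor plus acceptor beads, 10 µg/mL apiece, read by AlphaScreen after 30 min at room temperature.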
# Sm TGR inh: S. mansoni TGR enzyme inhibition. Q962Y6. purified TGR, DTNB reduction, TNB absorbance 405 nm. Potency, µM (top dose mostly 114 µM), for the others: at the top dose activity change, negative = inhibition, hits mostly inhibitors. actives 3% (n = 360,000); also: potency is read from the fitted curve at half-maximal effect; nearly all actives have a fitted effect of over 60% in size
#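 First, TGR (20 nM dispensed) and NADPH were mixed with compound. Second, a 15 min room-temperature incubation followed. Third, further NADPH and then DTNB were added to start the reaction. Finally, TNB absorbance was monitored kinetically.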
# * hit, by the source's call; ? = inconclusive; · = no result given; & = joins results of further samples; [ ] = another dose, or the depositor's remark. Unless noted, calls follow the shape of the dose curve; as a rule, active = well fitted curve in the direction sought with a large enough effect; inconclusive = small, poorly fitted or top-dose-only effect, or another doubt; inactive = no such curve, though single readings can be large; an effect the other way counts as inactive or inconclusive. Unless noted, % is scaled to controls: 0 for no effect and ±100 for the full control effect.
# The first 5 compounds as a preview:
SMILES	AmpC inh detg	FBPA Giardia inh	HCMV antiviral	HCV inhibitor	AMA1 RON2 block	Sm TGR inh
COc1cccc(C(=O)COc2cccc(NC(=O)c3ccco3)c2)c1	-1%	-6%	-17	?	-15%	-33%
Cc1ccc(S(=O)(=O)n2nc(C)cc2N)cc1	0%	2%	-11	21%	28%	-3%
Cc1sc(NC(=O)CCC(=O)O)c(C(N)=O)c1-c1ccccc1	-5%	8%	29	2%	13%	-10%
COc1ccccc1NS(=O)(=O)c1ccc(C(=O)NCCCN2CCCC2=O)cc1	-2%	·	-18	-3%	-7%	-4%
COC(=O)c1ccc(CSc2nc(C)nc3c2c(=O)n(C)c(=O)n3C)o1	0%	0%	19	?	-3%	1%

# Main list (from the top)
SMILES	AmpC inh detg	FBPA Giardia inh	HCMV antiviral	HCV inhibitor	AMA1 RON2 block	Sm TGR inh
COc1cccc(C(=O)COc2cccc(NC(=O)c3ccco3)c2)c1	-1%	-6%	-17	?	-15%	-33%
Cc1ccc(S(=O)(=O)n2nc(C)cc2N)cc1	0%	2%	-11	21%	28%	-3%
Cc1sc(NC(=O)CCC(=O)O)c(C(N)=O)c1-c1ccccc1	-5%	8%	29	2%	13%	-10%
COc1ccccc1NS(=O)(=O)c1ccc(C(=O)NCCCN2CCCC2=O)cc1	-2%	·	-18	-3%	-7%	-4%
COC(=O)c1ccc(CSc2nc(C)nc3c2c(=O)n(C)c(=O)n3C)o1	0%	0%	19	?	-3%	1%
CCOC(=O)C1=C(N)OC2=C(C(=O)CC(C)(C)C2)C1c1ccccc1OCC#N (stereo not given)	-1%	1%	16	18%	12%	-22%
C/C(=N/NC(=O)c1ccoc1C)c1cccc(NC(=O)C(F)(F)F)c1	6%	0%	13	-6%	68%[activator]	-1%
COc1ccc(NS(=O)(=O)c2cccc(C(=O)NNC(=O)c3ccccc3O)c2)cc1	?	·	-94*	?	59%[activator]	-1%
COc1ccc(CN2C(=S)NC(C)(C)CC2(C)O)cc1 (stereo not given)	2%	-7%	-33	3%	5%[11.6 µM]	-2%
COc1ccc2c(c1OC)C(=O)OC2Nc1nc(-c2ccccc2)cs1 (stereo not given)	-7%	9%	-104*	?	-8%	3.2µM*
CN1C(=S)N(c2cccnc2)C(=O)/C1=C\c1ccc(N(C)C)cc1	?	-20%	-64*	-19%	-9%	-18%
CCc1ccc(NS(=O)(=O)c2c(-c3ccccc3)csc2C(=O)OC)cc1	7%	·	-14	·	·	-3%
O=c1nc2scc(-c3ccccc3)n2c2ccccc12	-14%	6%	?	-9%	2%	9%
O=C1c2ccccc2C(Nc2ccc(S(=O)(=O)N3CCCCC3)cc2)N1c1ccccn1 (stereo not given)	5%	0%	7	-4%	2%	1%
CC(NC(=O)c1ccccc1NS(C)(=O)=O)c1ccccc1 (stereo not given)	-9%	-2%	56	6%	5%	0%
CC(C)n1nc(C(=O)Nc2cccc(S(=O)(=O)N3CCOCC3)c2)c2ccccc2c1=O	-17%	·	23	?	-2%	-1%
Cc1c(CC(=O)NCCCCCC(=O)O)c(=O)oc2cc3c(cc12)CCC(C)(C)O3	-1%	16%	-15	2%	3%	6%
Cc1cc(Cl)ccc1OCC(=O)NCc1ccncc1	-2%	·	29	9%	-4%	10%
Cn1c(NNC(=O)c2c(F)cccc2F)cc(=O)n(C)c1=O	-6%	?	-34	9%	18%	23%
Cc1cc(C)c(C(=O)C2OC(=O)C(C)(C)C(=O)C2(C)C)c(C)c1 (stereo not given)	4%	0%	-24	23%	-1%	2%
O=C(Nc1ccccc1)N(Cc1cccs1)c1ccc(Cl)cc1	-12%	·	-25	·	·	-1%
COc1ccc(OC)c(CCNC(=O)c2csc3c2CCCCC3)c1	13%	·	-62*	·	·	-6%
CCCc1cc2c(-c3ccccc3)cc(=O)oc2cc1OCc1ccc(C(=O)O)o1	-11%	?	?	-6%	-6%	?
O=C(CCCN1C(=O)/C(=C/c2ccco2)SC1=S)Nc1ccccc1C(=O)O	-6%	-26%	-29	12%	-2%	?
COc1ccccc1CNC(=O)C1(C)Oc2cccnc2NC1=O (stereo not given)	-6%	3%	-29	11%	8%	-5%
CCCn1nc(NC(=O)c2cccs2)c2cc3ccccc3nc21	3%	·	2	11µM*	38%[activator]	17%
COc1cc(CN2CCC(C(=O)N3CCN(c4ccccc4F)CC3)CC2)ccc1O	?	-20%	-21	22µM*	-20%	?
CCn1c(CSc2nc3ccccc3[nH]2)n[nH]c1=S	-9%	-12%	33	?	54%[activator]	-2%
CCc1ccc(NC(=O)CSc2nccn2C2CCCC2)cc1	9%	·	2	·	·	-15%
CC(C)CNC(=O)COc1ccc2c3c(c(=O)oc2c1)CCC3	-2%	3%	18	-13%	-8%	0%
CC(=O)c1c(C)oc2c1cc(O)c1ccccc12	-1%	-20%	0	?	0%	-4%
CN1CCN(c2ccc([N+](=O)[O-])cc2NC(=O)c2cccs2)CC1	1%	·	28	-8%	-13%	3%
Cc1cccc(CS(=O)(=O)CC2Nc3ccc(C(=O)NCc4ccccc4)cc3NC2=O)c1 (stereo not given)	1%	·	-9	·	·	-12%
NC(=O)C1=C[C@@H](c2ccc(Br)cc2)C[C@@H](OCCCCO)O1	-7%	?	?	9%	16%	?
c1ccc2[nH]c3cc4ncnc4cc3nc2c1	-2%	?	-87*	-21%	-12%	-1%
Cc1ccc(-c2cc(Cc3ccc(F)cc3)c(=O)[nH]n2)cc1	2%	3%	8	2%	-3%	2%
Cc1ccc(Nc2ncnc(N)n2)cc1	-1%	-1%	148	-1%	5%	34%
Nc1nc(-c2ccccc2)[nH]c(=O)c1N=O	-19%	-12%	-13	-2%	6%	-26%
Cc1sc2ncn(CC(=O)N3CCC4(CC3)OCCO4)c(=O)c2c1C	5%	-3%	-6	5%	-2%	3%
CC1=C(C(=O)N2CCCCC2)C(c2cccc(Cl)c2)n2c(nc3ccccc32)N1 (stereo not given)	24%	·	-14	·	·	-1%

# Part of the list above, with each value named.
> CN1CCN(c2ccc([N+](=O)[O-])cc2NC(=O)c2cccs2)CC1
  AmpC inh detg: 1%
  FBPA Giardia inh: ·
  HCMV antiviral: 28
  HCV inhibitor: -8%
  AMA1 RON2 block: -13%
  Sm TGR inh: 3%
> Cc1cccc(CS(=O)(=O)CC2Nc3ccc(C(=O)NCc4ccccc4)cc3NC2=O)c1 (stereo not given)
  AmpC inh detg: 1%
  FBPA Giardia inh: ·
  HCMV antiviral: -9
  HCV inhibitor: ·
  AMA1 RON2 block: ·
  Sm TGR inh: -12%
> NC(=O)C1=C[C@@H](c2ccc(Br)cc2)C[C@@H](OCCCCO)O1
  AmpC inh detg: -7%
  FBPA Giardia inh: ?
  HCMV antiviral: ?
  HCV inhibitor: 9%
  AMA1 RON2 block: 16%
  Sm TGR inh: ?

# Additional compounds.
# Sequence of screens: AmpC inh detg	FBPA Giardia inh	HCMV antiviral	HCV inhibitor	AMA1 RON2 block	Sm TGR inh
- Cc1cc(C)nc(Nc2ccc(Cl)cc2C)n1
 : ?	?	2	-5%	2%	-21%
- CC(=O)Nc1c(-c2ccc(Cl)cc2)c(=O)c2ccccc2n1C
 : -11%	-2%	43	-5%	21%	-23%
- CN(C)c1ccc(/C=N\NC(=O)CC#N)cc1
 : 3%	-2%	-13	0%	8%	1%
- CCOC(=O)C1(Cc2cccc(Cl)c2)CCCN(C(=O)c2ccoc2C)C1 (stereo not given)
 : 1%	·	-3	-2%	7%	?
- COC(=O)c1ccccc1NC(=O)c1ccc2c(=O)n3c(nc2c1)CCCCC3
 : 7%	·	?	·	·	6%
- COC(=O)C1CCN(c2c([N+](=O)[O-])cc(C(F)(F)F)cc2[N+](=O)[O-])CC1
 : 3%	2%	-12	-14%	-23%	4%
- Cc1cc(N)ccc1NC(=O)CN1CCCC1
 : 4%	?	-15	12%	-29%	-30%
- CCOC(=O)c1ccc2c(c1)sc(=NC(=O)c1ccco1)n2CCOC
 : ?	-1%	-68*	-11%	0%	-11%
- COc1cc(C(=O)NCC(=O)OCn2nnc3ccccc3c2=O)cc(OC)c1OC
 : 2%	1%	41	-23%	5%	-31%
- O=C(c1cccc(N2CCNC2=O)c1)N1CCCC(Nc2cccc(F)c2)C1 (stereo not given)
 : 4%	·	23	20%	0%	5%
- O=C1CCCC2=C1C(c1ccc(O)c(Br)c1)C1=C(CCCC1=O)N2c1ccccc1
 : ?	8%	-8	?	-13%	4%
- CC(=O)N1CCc2ccc(S(=O)(=O)Nc3ccccc3Cl)cc21
 : -5%	7%	-17	0%	0%	9%
- Cc1cccc(-n2ncc3c(NNC(=O)c4ccccc4Cl)ncnc32)c1
 : -1%	·	-35	·	·	7%
- CCC(N)C12CC3CC(CC(O)(C3)C1)C2 (stereo not given)
 : ?	0%	?	-10%	11%	0%
- CCCc1ccc(-c2csc(NC(=O)C3=COCCO3)n2)cc1
 : 10%	·	-21	?	9%	10%
- CN(C)c1cccc(C(=O)Nc2nc3ccc(S(=O)(=O)N4CCCC4)cc3s2)c1
 : 14%	·	?	·	·	0%
- O=C(COC(=O)/C=C/c1ccco1)NCc1ccc2c(c1)OCO2
 : 4%	1%	20	22%	-15%	35µM*
- COc1cc(OC)c(NC(=O)Cn2c(=O)c(C(F)(F)F)nc3ccccc32)cc1Cl
 : 0%	·	-4	·	·	2%
- NNC(=O)c1cncn1-c1ccc(F)cc1
 : ?	-1%	3	18%	45%[activator]	-6%
- COc1ccc(CCNC(=O)CCn2c(=O)c3ccccc3n(CC(=O)Nc3ccccc3F)c2=O)cc1OC
 : -7%	·	8	·	·	-2%
- COc1ccc(NC(C)=O)cc1S(=O)(=O)NC(Cc1ccccc1)C(=O)O (stereo not given)
 : 5%	3%	-33	1%	14%	27%
- CC12CCC(=O)C=C1CCC1C2C(O)CC2(C)C(O)CCC12 (stereo not given)
 : ·	·	-18	3%	1%	·
- Cc1c(NS(=O)(=O)c2ccc(Cl)cc2)c(=O)n(-c2ccccc2)n1C
 : 11%	·	9	·	·	1%
- CCn1nnnc1SCC(=O)N1c2ccccc2CCc2ccccc21
 : 3%	2%	-15	-11%&-8%	-15%	-6%
- CCc1c(C)c(C#N)c2nc3ccccc3n2c1NCc1ccco1
 : -12%	-10%	-24	-12%	5%	-25%
- O=C(N/N=C/c1cn(-c2ccccc2)nc1-c1ccc2c(c1)OCCO2)c1ccncc1
 : 6%	2%	2	-3%	12%	0%
- Cc1ccc(S(=O)(=O)NC(CC(C)C)C(=O)NCc2ccco2)cc1 (stereo not given)
 : ?	3%	8	8%	-4%	-3%
- CCN(CC)C(=O)COc1c(-c2ccco2)oc2ccccc2c1=O
 : -10%	-7%	-9	1%	-4%	-12%

# Not a hit list; overall some 9.3% were active at least once.
